Screens deposited in PubChem by several laboratories.
p97 ATPase inh = blocks human p97 ATPase activity; P55072; recombinant p97 ATPase, Kinase-Glo ATP luminescence, 3 h; inhibition, % at 8 µM; hit rate 0.42% among 220,000; AID 1481; in the data active means inhibition above about 15%;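 further: 0% = DMSO vehicle and 100% = wells lacking enzyme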
Furin inhibitor = blocks human furin protease activity; purified furin, fluorogenic substrate cleavage; inhibition, % at 30 µM; hit rate 0.061% among 220,000; AID 463115; in the data active means inhibition above about 25%; further: inactives centre near -15
Target sequence (P09958 108-714 limits assumed): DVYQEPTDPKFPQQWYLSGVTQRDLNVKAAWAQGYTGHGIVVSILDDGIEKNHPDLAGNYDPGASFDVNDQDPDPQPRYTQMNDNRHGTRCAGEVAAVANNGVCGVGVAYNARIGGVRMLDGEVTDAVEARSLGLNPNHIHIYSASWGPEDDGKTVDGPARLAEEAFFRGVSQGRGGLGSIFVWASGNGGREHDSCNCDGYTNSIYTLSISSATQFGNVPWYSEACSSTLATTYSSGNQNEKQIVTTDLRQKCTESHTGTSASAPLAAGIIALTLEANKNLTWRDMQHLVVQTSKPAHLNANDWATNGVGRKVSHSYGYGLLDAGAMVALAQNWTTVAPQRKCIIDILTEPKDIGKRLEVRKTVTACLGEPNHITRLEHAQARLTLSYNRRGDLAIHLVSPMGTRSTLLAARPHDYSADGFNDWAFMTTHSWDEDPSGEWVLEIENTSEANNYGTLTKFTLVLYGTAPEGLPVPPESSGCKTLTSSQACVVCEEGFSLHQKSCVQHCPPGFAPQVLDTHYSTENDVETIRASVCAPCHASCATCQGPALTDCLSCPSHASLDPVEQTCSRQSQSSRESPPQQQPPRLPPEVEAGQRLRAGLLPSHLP
Calpain2 inh = inhibitors of pig calpain II | inhibition, % at 16 µM | purified calpain II, fluorogenic peptide substrate, 30 min | hit rate 0.37% among 220,000 | AID 1236;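 active means inhibition above about 50%, limit read from the data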
EBV gp42 inh = EBV gp42 inhibition. hit rate 0.42% among 220,000. Q1HVG2. Fluorescence polarization binding assay, mP read-out. inhibition, % (tested at 21.74 µM). AID 1085; in the data active means inhibition above about 50%
Target sequence (Q1HVG2 whole entry, looked up): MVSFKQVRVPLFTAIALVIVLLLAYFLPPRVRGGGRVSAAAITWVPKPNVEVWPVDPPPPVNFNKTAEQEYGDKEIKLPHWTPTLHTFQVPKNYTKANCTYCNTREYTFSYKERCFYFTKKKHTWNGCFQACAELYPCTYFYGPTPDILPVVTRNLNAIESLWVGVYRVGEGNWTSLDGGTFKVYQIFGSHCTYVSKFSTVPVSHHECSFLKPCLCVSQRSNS
Runt-CBFb FRET = inhibitors of human RUNX1 Runt domain binding to CBFb; Q01196+Q13951; Cerulean-Runt/Venus-CBFb FRET ratio 530/480, 1 h; inhibition, % at 20 µM; hit rate 0.46% among 220,000; AID 1496;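 active means inhibition over about 50% at 20 µM in the single-dose screen, limit read from the data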;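 further: 0% = DMSO wells and 100% = excess unlabeled CBFb competitor control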
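Assay system: Cerulean-Runt domain fusion protein, energy donor; Signal: fluorescence energy transfer, 422 nm excitation, 530/480 nm emission; Timing: 1 h compound exposure, room temperature; Control set: unlabeled CBFb; Medium: Tris buffer pH 7.5 with salts and BSA; Compound: single test concentration of 20 µM, 1% DMSO final; Probe or stimulus: Venus-CBFb 100 nM.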
Tb hexokinase = T. brucei hexokinase 1 inhibition; recombinant TbHK1, G6PDH-coupled NADH A340; inhibition, % at 10 µM; hit rate 0.11% among 220,000;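 active means inhibition of 50% or more in the single-dose primary screen; inactive means inhibition below 50%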
RBBP9 inhibitor = inhibitors of human serine hydrolase RBBP9 | inhibition, % at 7.94 µM | O75884 | recombinant RBBP9, FP-Rh probe fluorescence polarization | hit rate 0.2% among 220,000;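 active means inhibition above the campaign mean of all tested compounds plus 3 SD, cut at about 14% in these data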;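 further: plate controls were DMSO wells with RBBP9 for no effect and wells lacking RBBP9 protein for full effect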
Target sequence (O75884 whole entry, looked up): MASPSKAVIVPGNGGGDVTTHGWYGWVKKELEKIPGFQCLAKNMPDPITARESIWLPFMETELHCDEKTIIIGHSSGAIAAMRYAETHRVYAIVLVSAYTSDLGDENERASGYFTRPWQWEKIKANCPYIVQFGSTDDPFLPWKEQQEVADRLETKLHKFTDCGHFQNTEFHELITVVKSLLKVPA
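System: RBBP9 protein / Buffer or medium: Tris/NaCl buffer pH 8.0 with 0.1% Pluronic / Probe or stimulus: Serine-hydrolase probe FP-Rh, 375 nM pre-mixing / Dosing: 7.94 µM single dose, 0.794% DMSO / Times: enzyme-compound preincubation 30 min, then probe labeling 45 min, 25 °C / Technique: fluorescence polarization (mP), excitation 525 nm, emission 598 nm / Replication: singlicate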
Runt-SMMHC FRET = blocks binding of human RUNX1 Runt domain to CBFb-SMMHC; Q01196+Q13951; Cerulean-Runt/Venus-CBFb-SMMHC FRET ratio 530/480, 1 h; inhibition, % at 20 µM; hit rate 0.74% among 220,000; AID 1434;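 active means mean inhibition across duplicate retests at 20 µM reaching about 50%, limit read from the data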;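 further: 0% = DMSO wells and 100% = wells with excess untagged CBFb-SMMHC; inhibitors lower the FRET ratio by blocking Runt binding to CBFb-SMMHC; some results filed as inactive read as strong as hits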
NCF1 inh = p47phox (human) inhibition | P14598 | p47phox/p22phox peptide binding, fluorescence polarization, 2 h | inhibition, % at 24.7 µM | hit rate 0.53% among 220,000 | AID 1274;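 active means inhibition above about 30%, limit read from the data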;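 further: 0% = p47phox with labelled peptide and 100% = labelled peptide alone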
An asterisk follows results filed as active; / = not tested or not shown; [ ] = dose if it differs, or a comment.

SMILES	p97 ATPase inh	Furin inhibitor	Calpain2 inh	EBV gp42 inh	Runt-CBFb FRET	Tb hexokinase	RBBP9 inhibitor	Runt-SMMHC FRET	NCF1 inh
Cc1cc(N/C=C\c2nnnn2-c2ccc(F)cc2)no1	2	-19	-12	5	-1	-3	0	1	-8
CCc1nnc(NS(=O)(=O)c2ccc(NC(=S)Nc3ccc(F)cc3)cc2)s1	17*	-4	-41	7	3	29	-6	-1	-30
COc1ccc(CNC(=O)CN2C(=O)C3C4C=CC(C4)C3C2=O)cc1 (centres undefined)	10	-21	-15	-23	-1	0	-1	0	-2
COCc1nc2ccccc2n1Cc1ccccc1Br	-5	-14	-45	-20	-2	4	-10	11	-9
Cc1c(NC(=S)NC(=O)CC(C)C)c(=O)n(-c2ccccc2)n1C	4	-22	-35	-8	2	1	-10	0	8
Fc1ccc(CSc2ccc(-c3cccs3)nn2)cc1	2	-6	7	-10	1	-2	3	-4	-3
CC(C)(C)N1C(=O)c2ccccc2NC(=O)N1Cc1ccccc1	1	-15[20 µM]	20	-12	2	-5	-9	1	-10
O=C(O)CCC(=O)Nc1cccc(-c2csc(-c3ccccc3)n2)c1	1	-19	-60	-15	1	-6	4	-5	-14
NC(=NCCc1ccccc1)NS(=O)(=O)c1ccccc1	-4	-16	13	-10	-1	1	8	2	-7
COc1cc(-c2nnc(-c3ccc(N4CCOCC4)cc3)o2)cc(OC)c1OC	3	-34	/	/	-4	-37	-1	-6	/

Among those listed so far, two have two or more sulfur atoms.
SMILES	p97 ATPase inh	Furin inhibitor	Calpain2 inh	EBV gp42 inh	Runt-CBFb FRET	Tb hexokinase	RBBP9 inhibitor	Runt-SMMHC FRET	NCF1 inh
CCc1nnc(NS(=O)(=O)c2ccc(NC(=S)Nc3ccc(F)cc3)cc2)s1	17*	-4	-41	7	3	29	-6	-1	-30
Fc1ccc(CSc2ccc(-c3cccs3)nn2)cc1	2	-6	7	-10	1	-2	3	-4	-3

Next records follow:
SMILES	p97 ATPase inh	Furin inhibitor	Calpain2 inh	EBV gp42 inh	Runt-CBFb FRET	Tb hexokinase	RBBP9 inhibitor	Runt-SMMHC FRET	NCF1 inh
Cc1ccc(NC(=S)N2CCCC(c3nc4ccc(C)cc4[nH]3)C2)c(C)c1 (centres undefined)	0	-28	-9	-11	2	2	-3	-6	-9
COCCN(C(=O)c1ccco1)c1nnc(-c2ccc(OC)cc2)s1	-2	-8[20 µM]	1	-13	/	-18	7	2	-14
O=c1oc2ccc(Cl)cc2cc1-c1nnc(Nc2cccc(C(F)(F)F)c2)s1	7	-3	-19	-20	-4	2	2	-14	23
C/C(=N\NC(=O)COc1ccc(C)cc1C(C)C)c1cc2ccccc2o1	5	-14	-9	18	1	6	-8	-6	-6
CC(C)N(C(=O)C[n+]1ccc(/C=N/O)cc1)C(C)C	-2	-13	24	77*	0	-15	-3	-2	-7
CCNC(=S)N1CCN(CCN2C(=O)c3cccc4cccc(c34)C2=O)CC1	-6	-2	19	3	-3	-15	-14	0	2
COc1cc(OC)cc(C(=O)NCC(=O)OCC(=O)N2c3ccccc3NC(=O)C2(C)C)c1	-5	-9	15	-5	-2	9	-9	0	7
Cc1ccc(C(=O)N/N=C\c2ccc(-c3ccc(Cl)cc3)o2)cn1	-3	-4	-84	-13	4	-49	-9	1	6
O=C(Nc1nncs1)C1(c2ccccc2)CCCC1	2	-20[20 µM]	-18	-12	2	7	-9	2	-13
Cc1ccc(Sc2sc(=O)n(C)c2S(=O)(=O)c2ccc(C)cc2)cc1	-1	-8	1	5	0	-6	-8	-1	-18
Cc1cc(=O)[nH]c(N2CCN(C(c3ccccc3)c3ccccc3)CC2)n1	-9	-11[20 µM]	-13	-9	1	-3	-17	1	-30
c1ccc(OCc2nn3c(-c4ccccn4)nnc3s2)cc1	6	-13	-32	-4	1	-3	-2	-1	-5
CCOCCn1c(SCCc2ccccc2)nc2c1c(=O)[nH]c(=O)n2C	-4	-3	-11	-10	0	1	7	4	0
O=C(CN1CCN(S(=O)(=O)c2ccccc2)CC1)Nc1ccc(Cl)c(Cl)c1	-6	-3[20 µM]	12	-29	-2	-3	-4	-2	-26
Cc1ccc(NC(=S)N2CCCC2)cc1	4	-14	8	-11	-1	2	-3	3	-10
CC(=O)N1N=C(c2cccc([N+](=O)[O-])c2)OC1c1ccc(Br)cc1 (centres undefined)	1	-18	2	-7	-2	-5	-2	0	-3
CCOC(=O)Cn1nnc(-c2ccc(S(C)(=O)=O)cc2)n1	-5	-18[20 µM]	-9	-10	1	5	-11	3	-4
CN(C)c1cccc2cccc(N(C)C)c12	4	-12	-16	-6	-3	-5	7	2	-14
O=C(c1ccc([N+](=O)[O-])cc1)N1CCN(Cc2ccccc2[N+](=O)[O-])CC1	0	-20	1	7	24	-8	-5	7	3
O=C(Cn1nc2n(c1=O)-c1ccccc1SC2)N/N=C/c1cccnc1	3	-22	-11	-4	0	-5	-7	0	4
COc1ccc(-n2cc(-c3ccccc3)c3c(N4CC(C)OC(C)C4)ncnc32)cc1 (centres undefined)	0	-21	-19	-11	-8	-11	-6	1	-13
Cc1cc(C)c2cc(CN(CCCN(C)C)C(=S)NCc3ccccc3)c(=O)[nH]c2c1	-2	-15	-44	-2	2	0	-4	2	-28
CC(C)(C)c1ccc(OCc2ccc(C(=O)NCc3cccnc3)o2)cc1	0	-14	-26	3	-6	3	-7	-4	-4
COc1cccc(N/C(=N/C(=S)Nc2ccc(C)cc2C)Nc2nc(C)cc(C)n2)c1	5	-10	9	-11	0	-33	-7	-1	-4
COC(=O)C(O)(CC(=O)c1ccc(OC)cc1)C(F)(F)F (centres undefined)	5	-23[20 µM]	-17	-29	2	4	-7	0	-16
O=C(NC1CCCC1)c1ccc(Cn2c(=O)[nH]c3ccsc3c2=O)cc1	1	-12	7	-12	2	-6	-7	-3	-8
Cc1cccc2cc(CN(CC3CCCO3)C(=O)c3cnccn3)c(=O)[nH]c12 (centres undefined)	5	-19[20 µM]	-30	-10	0	-13	-5	-1	-1
NS(=O)(=O)c1ccc(NC(=S)NC2CCCC2)cc1	6	-25	9	-10	55*	3	-1	31	-9
COc1ccc(CCNC(=O)c2cc3sccc3n2C)cc1OC	6	-18	-33	-11	1	0	-4	2	-10
CCOc1ccc2nc(SC(CC)C(=O)Nc3cc(C)on3)sc2c1 (centres undefined)	-5	-8	12	-1	-2	7	-7	-2	8

Among those listed so far, these contain a thiophene ring, fused or not:
SMILES	p97 ATPase inh	Furin inhibitor	Calpain2 inh	EBV gp42 inh	Runt-CBFb FRET	Tb hexokinase	RBBP9 inhibitor	Runt-SMMHC FRET	NCF1 inh
Fc1ccc(CSc2ccc(-c3cccs3)nn2)cc1	2	-6	7	-10	1	-2	3	-4	-3
O=C(NC1CCCC1)c1ccc(Cn2c(=O)[nH]c3ccsc3c2=O)cc1	1	-12	7	-12	2	-6	-7	-3	-8
COc1ccc(CCNC(=O)c2cc3sccc3n2C)cc1OC	6	-18	-33	-11	1	0	-4	2	-10

Later entries
SMILES	p97 ATPase inh	Furin inhibitor	Calpain2 inh	EBV gp42 inh	Runt-CBFb FRET	Tb hexokinase	RBBP9 inhibitor	Runt-SMMHC FRET	NCF1 inh
Cc1nc(Nc2ccc(Cl)cc2Cl)sc1C(=O)Nc1ccccc1	3	-23	4	-9	0	-7	-5	4	-31
COC(C[C@@H]1O[C@@H]1[C@@H](O)[C@H](C)OCc1ccccc1)OC	/	-29	-8	-5	0	0	/	-2	-6
COc1ccccc1NC(=O)CC1S/C(=N/N=C2\CCCc3ccccc32)NC1=O (centres undefined)	1	-13	-55	-5	-12	-12	-4	1	-19
CCn1c(=O)cc(OCC(=O)NCc2cccs2)c2ccccc21	3	-23	0	-3	-2	0	-7	3	7
CC(C)N1CCc2c(sc(NC(=O)c3ccc(S(=O)(=O)N4CCOCC4)cc3)c2C#N)C1	8	-29	15	-68	15	-10	-1	29	-26
O=C(CN1C(=O)c2ccccc2S1(=O)=O)Nc1ccc(S(=O)(=O)N2CCCC2)cc1	3	-20[20 µM]	-14	0	2	-2	6	0	-9
O=C(Cn1cnc2c(nnn2Cc2ccc(Cl)cc2)c1=O)c1ccccc1	-5	-3	28	-17	1	-2	-9	-20	-8
O=C(CN1C(=O)C2CC=CCC2C1=O)Nc1nc2ccccc2s1 (centres undefined)	2	-21	-3	-8	-2	-3	-5	2	-3
O=C(NCCN1CCCCCC1)c1ccc(N2CCCC2=O)cc1	4	-17[20 µM]	-16	-28	-1	8	1	9	-9
COc1ccc(CCCc2nnc(SCC(=O)NN)o2)cc1	1	-21	-11	1	0	2	0	2	-3
CCc1[nH]c(=O)c(C#N)c2c1CSC(C)(C)C2	2	-18[20 µM]	-9	-4	2	-18	-1	1	-4
O=C(Cc1cccs1)NNC(=O)C12CC3CC(CC(C3)C1)C2	5	-13	-23	-3	1	-8	-7	-1	-2
C/C=C/c1ccc(OC)c(OC(C)=O)c1	-1	-20	-16	-1	0	4	-5	3	-18
O=C(NCC(=O)N(Cc1cccs1)C(C(=O)NC1CCCC1)c1ccncc1)c1ccco1 (centres undefined)	1	-22[20 µM]	-63	9	0	-7	0	-9	-1
O/N=C(/CN(O)/C=C1/C=CC=N1)c1cccs1	4	-21	-36	0	2	-19	0	-3	0
Cn1nc2c3ccccc3n(Cc3ccc(F)cc3)c2nc1=S	-2	-22	-5	-6	-2	4	-11	-1	3
O=c1[nH]c(CN2CCN(c3ccccc3O)CC2)nc2ccccc12	1	-16	-90	-8	-3	-8	-11	4	-5
COC(=O)N1CC(c2ccccc2)CC1=O (centres undefined)	-1	-8[20 µM]	-3	-16	-2	-2	-5	-1	-8

Quoted from the listing:
Entry of COC(=O)N1CC(c2ccccc2)CC1=O (centres undefined) under NCF1 inh: -8
Entry of O=c1[nH]c(CN2CCN(c3ccccc3O)CC2)nc2ccccc12 under Furin inhibitor: -16

Single records (already shown). Order of screens: p97 ATPase inh, Furin inhibitor, Calpain2 inh, EBV gp42 inh, Runt-CBFb FRET, Tb hexokinase, RBBP9 inhibitor, Runt-SMMHC FRET, NCF1 inh
O/N=C(/CN(O)/C=C1/C=CC=N1)c1cccs1 across the screens: 4, -21, -36, 0, 2, -19, 0, -3, 0
C/C=C/c1ccc(OC)c(OC(C)=O)c1 across the screens: -1, -20, -16, -1, 0, 4, -5, 3, -18
O=C(NCC(=O)N(Cc1cccs1)C(C(=O)NC1CCCC1)c1ccncc1)c1ccco1 (centres undefined) across the screens: 1, -22[20 µM], -63, 9, 0, -7, 0, -9, -1
Cn1nc2c3ccccc3n(Cc3ccc(F)cc3)c2nc1=S across the screens: -2, -22, -5, -6, -2, 4, -11, -1, 3
